# IDE act – IDE (human) activation, cell-based; HEK cells, FAbeta-B cleavage, fluorescence polarization; 0% vehicle, 100% cell-free pure enzyme wells; activation, % at 5.96 µM; 340,000 compounds, 0.073% hits; AID 493087;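 active means activation above the mean of all tested compounds plus 3 SD, set per screening campaign, cut at about 17% in these data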
# Target sequence (P14735 whole entry, looked up): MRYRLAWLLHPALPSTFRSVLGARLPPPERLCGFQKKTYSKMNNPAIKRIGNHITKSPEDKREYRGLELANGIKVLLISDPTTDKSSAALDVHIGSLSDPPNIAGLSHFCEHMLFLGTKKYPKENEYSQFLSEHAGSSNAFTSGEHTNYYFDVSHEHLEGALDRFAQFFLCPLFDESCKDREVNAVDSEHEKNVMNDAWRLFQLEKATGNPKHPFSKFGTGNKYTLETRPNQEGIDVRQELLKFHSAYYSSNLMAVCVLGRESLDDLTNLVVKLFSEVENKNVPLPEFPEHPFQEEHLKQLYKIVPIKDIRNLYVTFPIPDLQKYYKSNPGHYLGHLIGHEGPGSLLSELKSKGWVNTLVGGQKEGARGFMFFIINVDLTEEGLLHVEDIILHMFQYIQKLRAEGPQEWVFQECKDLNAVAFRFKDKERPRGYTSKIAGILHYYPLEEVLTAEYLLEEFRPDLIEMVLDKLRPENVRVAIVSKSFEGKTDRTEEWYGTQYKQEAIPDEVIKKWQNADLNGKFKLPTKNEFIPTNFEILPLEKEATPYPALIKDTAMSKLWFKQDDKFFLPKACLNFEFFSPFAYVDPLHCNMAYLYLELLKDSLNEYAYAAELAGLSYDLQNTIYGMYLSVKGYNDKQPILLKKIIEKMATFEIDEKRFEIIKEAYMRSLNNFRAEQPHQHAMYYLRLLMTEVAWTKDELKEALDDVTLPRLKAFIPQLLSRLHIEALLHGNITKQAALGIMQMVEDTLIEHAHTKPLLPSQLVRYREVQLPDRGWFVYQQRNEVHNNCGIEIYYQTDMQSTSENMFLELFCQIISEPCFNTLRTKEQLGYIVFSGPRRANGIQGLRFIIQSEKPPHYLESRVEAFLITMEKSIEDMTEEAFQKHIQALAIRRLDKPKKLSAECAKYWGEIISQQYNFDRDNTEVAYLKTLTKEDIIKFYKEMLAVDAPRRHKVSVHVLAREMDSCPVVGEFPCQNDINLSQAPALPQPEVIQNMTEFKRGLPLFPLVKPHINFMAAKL
# Active calls of the source: *. Some of the compounds tested; count on the stated rates, not on these rows.
SMILES,IDE act
CC1CN(C(=O)COc2ccc3c(-c4ccccc4)cc(=O)oc3c2)CC(C)O1 (configuration not stated),2
Cc1cc(Br)ccc1NC(=O)c1ccc(-n2cncn2)c([N+](=O)[O-])c1,0
O=C(CSc1nnc(Nc2ccccc2F)s1)NCC1CCCO1 (configuration not stated),8
Cc1nc(-c2ccccc2)nc(-c2ccccc2)n1,3
COc1cccc(-c2ccc3ncnc(NCc4cccc(C)c4)c3c2)c1,-2
COc1ccccc1CCC(=O)Nc1cc(S(=O)(=O)N2CCOCC2)ccc1N1CCCC1,-3
CCOC(=O)C1=C(COC(=O)COc2ccccc2C#N)NC(=O)NC1C (configuration not stated),-1
COc1ccc2cc1Oc1ccc(cc1)C[C@H]1c3cc(c(OC)cc3CCN1C)Oc1c(OC)c(OC)cc3c1[C@@H](C2)N(C)CC3,-1
O=C(Nc1ccc2ccccc2c1[N+](=O)[O-])c1ccccc1,2
CC(=O)OC1COC(OC(C)=O)CO1 (configuration not stated),0
COc1cccc(CNC(=O)c2ccc(NS(=O)(=O)c3ccc4[nH]c(=O)[nH]c4c3)cc2)c1,2
CN(Cc1cccc(F)c1)C(=O)CSc1nnnn1C1CC1,2
O=C(NC1CCCCC1)c1cc(C2CC2)nn1-c1ccccc1,4
CC1CC(C)CN(C(=O)c2cccc(S(=O)(=O)NCc3ccccc3)c2)C1 (configuration not stated),2
O=C(NCCCN1CCOCC1)c1cccc(S(=O)(=O)Nc2ccc(F)cc2)c1,1
O=C(NCC(=O)N1CCN(c2cccc(Cl)c2)CC1)c1ccc(Br)o1,-6
Cc1cccc(C(=O)N2[C@@H](C(C)C)COc3cc(Br)ccc3S2(=O)=O)c1,-2
O=C(NCCN1C(=O)S/C(=C\c2ccc(Cl)cc2)C1=O)C1=COCCO1,4
COc1ccc(CCC(=O)Nc2cc3c4c(c2)CCC(=O)N4CCC3)cc1,-5
O=C(N/N=C/c1ccc(Cl)cc1Cl)c1ccc(-n2cnnn2)cc1,-4
COc1ccc(-n2c(SCC(=O)N(C)C3CCS(=O)(=O)C3)nc3ccc(O)cc3c2=O)cc1OC (configuration not stated),1
Cc1ccc(SCC(=O)N2CCN(S(=O)(=O)c3cccs3)CC2)cc1,-4
CC[C@@H](C)[C@@H]1CN([C@@H](C)CN2CCC[C@H]2CN2C(N)=NC[C@@H]2Cc2ccccc2)C(=N)N1CCc1ccc(Cl)c(Cl)c1,6
CCOCCCn1c(SCC(=O)N(C)C2CCS(=O)(=O)C2)nc2ccccc2c1=O (configuration not stated),-2
CC12CCC(=O)N1C(C(=O)Nc1nccs1)CS2 (configuration not stated),0
COc1cccc(/C=C/C(=O)OCC(=O)N2CCCc3ccccc32)c1,4
Oc1ccc(C[C@@H]2CNCCN2CCC23CC4CC(CC(C4)C2)C3)cc1,7
C[C@@]12CCC=C[C@H]1[C@H](c1ccccc1Br)N(Cc1ccccc1)C2=O,-2
CCOC(=O)c1nn(-c2ccccc2Cl)c(=O)cc1OCC(=O)Nc1cccc(OC)c1,3
COc1ccc(CNC(=O)C(C)OC(=O)c2cccc(N(C)C)c2)cc1 (configuration not stated),1
COc1ccc(NC(=O)CN(C)C(=O)CCSc2ccc(C)cc2)cc1,4
O=C1CN(C(=O)CN2C(=O)NC(c3ccccc3)(c3ccccc3)C2=O)c2ccccc2N1,5
O=C(Nc1ccc(Cl)c(Cl)c1)C1CCCCC1,4
O=C(CCNS(=O)(=O)c1ccc(OC(F)(F)F)cc1)N1CCN(S(=O)(=O)c2cccc(F)c2)CC1,-2
CC(=O)NCCc1ccc(C(=O)COC(=O)c2cccn2C)cc1,0
CCOC(=O)C1=C(C)NC(C)=C(C(=O)OCC)C1C(=O)OCC(=O)N1CC(C)OC(C)C1 (configuration not stated),-2
COc1ccc(NC(C)=O)cc1S(=O)(=O)N1CCn2cccc2C1C (configuration not stated),0
Cc1ccc2sc(N(CCCN(C)C)C(=O)c3ccc(S(=O)(=O)N4CCc5ccccc5C4)cc3)nc2c1C,6
CCCCn1c(N)c(N(CCOC)C(=O)c2ccc3c(c2)OCCO3)c(=O)[nH]c1=O,1
O=C(CNC(=O)c1ccc(Cl)cc1Cl)OCN1C(=O)c2ccccc2C1=O,4
Cc1ccc(NC(=O)CC2OC(=O)c3ccccc32)cc1S(=O)(=O)N1CCOCC1 (configuration not stated),-1
C[C@H](CO)N1C[C@H](C)[C@@H](CN(C)S(C)(=O)=O)Oc2ccc(NC(=O)Nc3ccccc3)cc2C1=O,-3
O=C(CCN1C(=O)C2CC=CCC2C1=O)Nc1cc(C(F)(F)F)ccc1N1CCCC1 (configuration not stated),5
CC(C)CN(C(=O)COC(=O)C(C)N1C(=O)c2ccccc2C1=O)c1c(N)n(Cc2ccccc2)c(=O)[nH]c1=O (configuration not stated),0
Cc1c(NC(=O)CN2C(=O)NC(C)(c3ccc(OC(F)F)cc3)C2=O)c(=O)n(-c2ccccc2)n1C (configuration not stated),3
C[C@H]1CN([C@@H](C)CO)C(=O)Cc2cc(NS(C)(=O)=O)ccc2O[C@@H]1CN(C)CC1CC1,-5
Cc1ccccc1NC(=O)C(=O)NCC1CCCN1S(=O)(=O)c1cccs1 (configuration not stated),1
O=C1CC2(CCN(C(=O)c3c(F)cccc3F)CC2)Oc2ccccc21,-1
NC(=O)C1CCN(c2nc(-c3cc4ccccc4o3)cs2)CC1,-2
CCOC(=O)c1oc2c(CN3CCN(C)CC3)c(O)c(CC)cc2c(=O)c1-c1nc2ccccc2s1,-5
CCCCc1nnc(NC(=O)c2ccc3c(=O)n4c(nc3c2)CCC4)s1,1
O=C(Nc1ccc(C(=O)N2CCCCC2)cc1)C1CC1,3
O=C(C[C@H]1C[C@H](C(=O)N2CCCCC2)[C@@]2(CCc3ccccc3)c3[nH]c4ccc(Cl)cc4c3CCN2C1=O)NCc1cccc(C(F)(F)F)c1,7
COc1ccc(C(=O)COC(=O)c2ccccn2)c(OC)c1,8
CCc1nnc(NC(=O)c2cc([N+](=O)[O-])ccc2N2CCOCC2)s1,7
COc1ccccc1C(=O)NC(=O)COC(=O)CN1C(=O)NC(C)(C)C1=O,-3
C[C@@H]1C(c2ccccc2)=NN(c2ccccc2)[C@H]1C(=O)N1CCOC1=O,4
Cc1ccc(S(=O)(=O)N2CCN(Cc3cc(=O)n4ccccc4n3)CC2)cc1C,-1
N#Cc1cccc(NC(=O)C2CCCN(C(=O)c3ccc(Cl)cc3)C2)c1 (configuration not stated),-1
O=C1CC[C@@H]2CC3(C[C@@H]4CCN1[C@H]24)Nc1cc([N+](=O)[O-])ccc1NC3=NC1CCCCC1 (some centres not stated),-2

# In another format: entries from further up
canonical_smiles	IDE act
COc1ccc(C(=O)COC(=O)c2ccccn2)c(OC)c1	8
CCc1nnc(NC(=O)c2cc([N+](=O)[O-])ccc2N2CCOCC2)s1	7
COc1ccccc1C(=O)NC(=O)COC(=O)CN1C(=O)NC(C)(C)C1=O	-3

# (next part)
SMILES,IDE act
Cc1cc(C(=O)CCC(=O)Nc2ncccc2O)c(C)s1,-3
CCc1ccccc1NC(=O)CN(C)C(=O)COC(=O)c1c(Cl)cccc1Cl,7
COc1ccc(C(=O)NCC2CCCCC2)cc1S(=O)(=O)N1CCOCC1,1
CN(Cc1ccccc1)C(=O)COC(=O)c1ccc(Br)o1,2
COc1ccc(CN(C)C(=O)c2cc(S(=O)(=O)N3CCOCC3)ccc2N2CCCC2)cc1,6
O=C(O)CCCC1(C(=O)O)CCCC1,-1
COc1ccc(S(=O)(=O)NCC2CCCO2)cc1NC(=O)c1ccc(Cl)cc1 (configuration not stated),2
COc1ccc(C(=O)OCC(=O)NC2CC2)cc1S(=O)(=O)Nc1ccc(C)cc1,0
Cc1cccc(N2Cc3ccc(Br)cc3C2)c1,5
CCN(CC)S(=O)(=O)c1cc(NC(=O)C2=COCCO2)ccc1Cl,4
COc1cc(OC)cc(C(=O)NCC(=O)OCC(=O)Nc2ccc(C)c(S(=O)(=O)N3CCOCC3)c2)c1,3
CC1=C(C(=O)OCc2cc(C)on2)N2C(=O)[C@@H](NC(=O)OCc3cc(C)on3)[C@H]2SC1,6
CCCCCO,5
CN(Cc1ccccc1)C(=O)c1cccc(NC(=O)Cc2ccc(NC(=O)C3CCCN(C(=O)C4CCCC4)C3)cc2)c1 (configuration not stated),6
CC1CC(=O)Nc2ccccc2N1C(=O)CSc1nnnn1C(C)C (configuration not stated),-1
COc1ccc(Cl)cc1NS(=O)(=O)c1cccc(C(=O)NC2CCC(O)CC2)c1 (configuration not stated),1
CC[C@@]1(C(=O)OC)N[C@H](CN(C)S(=O)(=O)c2ccc(OC)cc2)[C@@H]2C(=O)N(C)C(=O)[C@@H]21,5
O=C1NC(=S)SC1=Cc1cc(Br)ccc1O,-32
O=C(OCC#CCSc1nnc(-c2cccc3ccccc23)o1)c1cc2ccccc2o1,3
COc1cccc(-c2ccc3ncnc(NCc4cc(C)cs4)c3c2)c1,2
CCOc1ccc(S(=O)(=O)N2CCN(C(=O)c3ccccc3Cc3ccccc3)CC2)cc1,1
Nc1c(C2CCCCC2)c(=O)on1C(=O)c1ccccc1,-1
Cc1ccc2ccc[n+](Cc3ccccc3)c2c1,3
NC(=O)Nc1ccc(C(=O)OCC(=O)c2c[nH]c3ccccc23)cc1,-4
Cc1cc(SCC(=O)N(C)C2CCCCC2)nc2ccccc12,1
CCOc1ccc(C(=O)NCC(c2ccco2)N2CCOCC2)cc1 (configuration not stated),1
C#CCOCCOCCOCCNc1nc(N2CCN(C(=O)[C@H](CCCCN)n3cc(CN)nn3)CC2)nc(N2CCN(C(=O)[C@H](CCC(=O)O)n3cc([C@@H](N)CCCCN)nn3)CC2)n1,4
CC1CN(C(=O)c2ccc(S(=O)(=O)Nc3ccccc3F)cc2)CC(C)O1 (configuration not stated),-4
COC1CC(C)C(OC)c2cc(O)cc(c2O)NC(=O)C(C)=CC=CC(C)C(OC(N)=O)C(C)=CC(C)C1OC (configuration not stated),3
CNC(=O)c1ccsc1NC(=O)CCS(=O)(=O)c1ccc(F)cc1,3
CCCCOc1ccc(/C=C(\C(=O)O)c2ccc(S(=O)(=O)N3CCCC3)s2)cc1,-2
CCOC(=O)C1=C(COC(=O)c2cc(OC)c(OC)c(OC)c2)NC(=O)NC1C (configuration not stated),1
C[C@H]1O[C@@H](O[C@H]2CC[C@@]3(C)C(CC[C@]4(C)C3C=CC3=C5CC(C)(C)CC[C@]5(CO)[C@H](O)C[C@]34C)[C@]2(C)CO)[C@H](O)[C@@H](O[C@@H]2O[C@H](CO)[C@@H](O)[C@H](O)[C@H]2O)[C@H]1O (some centres not stated),5
CN(CC(=O)Nc1c(Cl)cccc1Cl)C(=O)c1cc2ccccc2cc1O,3
COC(=O)c1sc(S(=O)(=O)NC(Cc2ccccc2)C(=O)O)c(C(=O)OC)c1C (configuration not stated),5
CC(=O)Nc1ccc(-c2csc(NC(=O)CCNC(=O)c3ccco3)n2)cc1,2
CC1(C2CC2)NC(=O)N(CC(=O)Nc2ccccc2C#N)C1=O (configuration not stated),4
C/C=C/C1=CC(=O)C[C@H](c2ccc(OC)c(OC)c2)C1,7
CC1(N=Cc2cc(Cl)ccc2O)COP(=O)(NC2CCCC2)OC1 (configuration not stated),5
Cc1cc(C)cc(NC(=O)C(OC(=O)c2ccc(O)cc2)c2ccccc2)c1 (configuration not stated),3
O=C(CC1CCCC1)Nc1cc(S(=O)(=O)N2CCOCC2)ccc1O,0
COc1cccc(C=NNc2nnc(NN=Cc3cccc(OC)c3OC)c3ccccc23)c1OC,2
Cc1cc(Cl)ccc1OCCCC(=O)NNC(=O)c1ccncc1,1
O=[N+]([O-])c1ccc(S(=O)(=O)Nc2ccc(-c3ccc(N4CCCC4)nn3)cc2)cc1,-2
CC1CCCN(C(=O)CCNS(=O)(=O)c2ccc(Br)cc2)C1 (configuration not stated),3
COc1ccc(SCCN2CC[C@@H](C(C)(C)C)CCC2=O)cc1,4
CCOC(=O)C1C(C(=O)OC)=C(c2ccc(OC)cc2)c2ccc(OC)cc2N1S(=O)(=O)C(F)(F)F (configuration not stated),4
CCOC(=O)c1nn(-c2ccc(C)cc2)c(=O)cc1OCC(=O)Nc1cccc(OC)c1,3
COc1ccc(C(CNC(=O)c2cc(S(=O)(=O)N3CCCCC3)ccc2C)N2CCCC2)cc1 (configuration not stated),-1

# Among those listed so far, 12 have two or more sulfur atoms:
SMILES,IDE act
O=C(CSc1nnc(Nc2ccccc2F)s1)NCC1CCCO1 (configuration not stated),8
COc1ccc(-n2c(SCC(=O)N(C)C3CCS(=O)(=O)C3)nc3ccc(O)cc3c2=O)cc1OC (configuration not stated),1
Cc1ccc(SCC(=O)N2CCN(S(=O)(=O)c3cccs3)CC2)cc1,-4
CCOCCCn1c(SCC(=O)N(C)C2CCS(=O)(=O)C2)nc2ccccc2c1=O (configuration not stated),-2
CC12CCC(=O)N1C(C(=O)Nc1nccs1)CS2 (configuration not stated),0
O=C(CCNS(=O)(=O)c1ccc(OC(F)(F)F)cc1)N1CCN(S(=O)(=O)c2cccc(F)c2)CC1,-2
Cc1ccc2sc(N(CCCN(C)C)C(=O)c3ccc(S(=O)(=O)N4CCc5ccccc5C4)cc3)nc2c1C,6
Cc1ccccc1NC(=O)C(=O)NCC1CCCN1S(=O)(=O)c1cccs1 (configuration not stated),1
O=C1NC(=S)SC1=Cc1cc(Br)ccc1O,-32
CNC(=O)c1ccsc1NC(=O)CCS(=O)(=O)c1ccc(F)cc1,3
CCCCOc1ccc(/C=C(\C(=O)O)c2ccc(S(=O)(=O)N3CCCC3)s2)cc1,-2
COC(=O)c1sc(S(=O)(=O)NC(Cc2ccccc2)C(=O)O)c(C(=O)OC)c1C (configuration not stated),5

# Assay outcomes (PubChem BioAssay)
